Screens deposited in PubChem by several laboratories.
IDE cell activ: human IDE activators in live cells, primary screen, fluorescence polarization, HEK cells, FAbeta-B substrate; 0.073% of 340,000 active; AID 493087, 2011; FAbeta-B cleavage; 0% vehicle, 100% cell-free pure enzyme wells; Insulin-degrading enzyme (Homo sapiens), P14735; activation, % at 5.96 µM;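 active means activation above the mean of all tested compounds plus 3 SD, set per screening campaign, cut at about 17% in these data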
p-CIP stab down: p/CIP-EGFP fusion destabilizers, primary screen, fluorescence, F442A cells; Q05BA5; 16 h; decrease of EGFP signal, % at 10 µM; 0.01% of 290,000 active;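 active means EGFP signal decrease of at least 30% at 10 µM or well 3 SD below plate mean, unless failing retest; inactive means the rest, including hits failing retest or dose response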; further: some compounds called inactive have numbers as strong as hits; many of its hits are not listed in these tables
Target sequence (Q05BA5 1-1403): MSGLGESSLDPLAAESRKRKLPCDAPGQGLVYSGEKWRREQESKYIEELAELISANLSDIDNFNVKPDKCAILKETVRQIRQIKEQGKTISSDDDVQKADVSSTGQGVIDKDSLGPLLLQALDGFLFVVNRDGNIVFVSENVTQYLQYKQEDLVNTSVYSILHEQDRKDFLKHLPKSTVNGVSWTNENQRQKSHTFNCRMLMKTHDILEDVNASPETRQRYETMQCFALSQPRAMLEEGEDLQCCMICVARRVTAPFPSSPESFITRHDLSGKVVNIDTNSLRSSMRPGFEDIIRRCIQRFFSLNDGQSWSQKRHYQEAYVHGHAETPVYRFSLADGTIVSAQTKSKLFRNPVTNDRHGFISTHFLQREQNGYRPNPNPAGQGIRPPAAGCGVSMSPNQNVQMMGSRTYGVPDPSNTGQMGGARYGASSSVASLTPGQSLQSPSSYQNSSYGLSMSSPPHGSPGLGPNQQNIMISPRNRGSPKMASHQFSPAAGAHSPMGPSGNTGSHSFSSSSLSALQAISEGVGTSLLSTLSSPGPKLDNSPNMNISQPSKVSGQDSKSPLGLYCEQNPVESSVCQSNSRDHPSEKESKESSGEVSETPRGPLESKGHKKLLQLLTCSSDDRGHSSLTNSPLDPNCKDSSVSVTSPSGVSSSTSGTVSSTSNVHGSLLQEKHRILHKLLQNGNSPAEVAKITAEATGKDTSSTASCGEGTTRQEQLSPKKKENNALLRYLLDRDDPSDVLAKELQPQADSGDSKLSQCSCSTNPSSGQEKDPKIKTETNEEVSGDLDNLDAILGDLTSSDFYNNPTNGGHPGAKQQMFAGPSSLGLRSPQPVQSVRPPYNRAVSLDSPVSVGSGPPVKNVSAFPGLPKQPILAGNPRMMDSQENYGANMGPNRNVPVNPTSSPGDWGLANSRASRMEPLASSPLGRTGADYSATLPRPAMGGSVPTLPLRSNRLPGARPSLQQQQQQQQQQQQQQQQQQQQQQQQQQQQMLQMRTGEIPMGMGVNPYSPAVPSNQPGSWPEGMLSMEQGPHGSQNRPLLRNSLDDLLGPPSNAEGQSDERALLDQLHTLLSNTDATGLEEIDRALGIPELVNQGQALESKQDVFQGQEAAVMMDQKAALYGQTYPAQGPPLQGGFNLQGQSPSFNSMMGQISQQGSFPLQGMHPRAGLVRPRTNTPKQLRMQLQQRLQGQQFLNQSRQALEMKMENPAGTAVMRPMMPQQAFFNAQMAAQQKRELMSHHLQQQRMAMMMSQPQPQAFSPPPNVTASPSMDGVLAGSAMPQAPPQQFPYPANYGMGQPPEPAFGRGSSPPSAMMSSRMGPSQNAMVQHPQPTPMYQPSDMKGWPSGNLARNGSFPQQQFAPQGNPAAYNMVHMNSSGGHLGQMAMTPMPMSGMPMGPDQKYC
UBC9 SUMO inh: inhibitors of in vitro SUMOylation cascade, primary screen, biochemical, HTRF, uHTS | HTRF SUMOylation assay, SAE1/SAE2 + UBC9 | SUMO-conjugating enzyme UBC9 (Homo sapiens), P63279 | inhibition, % at 35 µM | 0.36% of 290,000 active | AID 2006, 2009; in the data active means inhibition above about 50%, passing the limit was not always enough; further: strong numbers were not always called active
MEKK3 PB1 HTS: modulators of MEKK3-MEK5 PB1 binding, primary screen, biochemical, wildtype MEKK3, multiplex bead flow cytometry, Alexa488-MEK5 | Mitogen-activated protein kinase kinase kinase 3 (Homo sapiens), Q99759 | AID 1529, 2009 | 1.4% of 290,000 active | bead-based flow cytometry, Alexa488-MEK5 binding to MEKK3; actives lie on both sides; 0 = blocked by unlabeled MEK5, 100 = vehicle | binding response (% of control), % at 10 µM;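 active means binding response more than 3 SD above or below the average of its plate-row segment, actives on both sides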;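 further: Alexa488 bead fluorescence after subtracting the streptavidin-only scavenger bead signal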
NALP1 yeast inh: NALP1 inflammasome inhibitors in reconstituted yeast, colorimetric, S. cerevisiae, triplicate retest. S. cerevisiae NALP1/ASC/caspase-1 growth, X-gal OD620, 72 h. inhibition, % at 10 µM. 0.61% of 280,000 active; in the data active means inhibition mostly above about 24%, no sharp cut-off; inactive means mostly below about 32%; further: some compounds called inactive have numbers as strong as hits
MEKK2mut PB1 HTS: MEK5 binding signal on mutant MEKK2 PB1, primary screen, biochemical, multiplex bead flow cytometry, Alexa488-MEK5; Alexa488-MEK5 binding to MEKK2 mutant; percent response, % at 10 µM; 0.35% of 290,000 active; AID 1530, 2009; in the data active means percent response above about 24%, passing the limit was not always enough; further: inactives centre near 1; some results filed as inactive read as strong as hits; reference of the scale not given here
MEKK2wt PB1 HTS: modulators of MEK5 binding to wildtype MEKK2, primary screen, biochemical, multiplex bead flow cytometry, Alexa488-MEK5 | Mitogen-activated protein kinase kinase kinase 2 (Homo sapiens), Q9Y2U5 | Alexa488-MEK5 binding to MEKK2 WT; actives lie on both sides | binding response (% of control), % at 10 µM | 1.1% of 290,000 active; in the data active means binding response below about 67% or above about 130%
IDE cell inh: human IDE inhibitors in live cells, primary screen, fluorescence polarization, HEK cells, FAbetaB substrate; Insulin-degrading enzyme (Homo sapiens), P14735; FAbetaB cleavage; inhibition, % at 5.59 µM; 0.41% of 320,000 active; AID 434962, 2010;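 active means percent inhibition above the average of all tested compounds plus 3 SD, set per screening campaign, cut at about 16% in these data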;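 further: IDE supplied by intact live HEK cells; FP after avidin binding of uncleaved biotin substrate so inhibition keeps polarization high; 0% = DMSO wells and 100% = 60 µM reference IDE inhibitor Ii1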
PfM18AAP inh: PfM18AAP inhibitors, malaria aminopeptidase, primary screen, biochemical, QFRET, recombinant enzyme; 1.2% of 290,000 active; M18 aspartyl aminopeptidase (Plasmodium falciparum 3D7); AID 1822, 2009; inhibition, % at 7.35 µM; H-Glu-NHMec fluorogenic cleavage;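 active means inhibition above the campaign mean inhibition over all tested compounds plus 3 SD, cut at about 28% in these data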;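 further: 0% = plate median of test compound wells and 100% = 2 mM ZnCl2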
Active calls of the source: *; [ ] = dose if it differs, or a comment.

For O=C(O)Cc1sc(N/N=C\c2ccncc2)nc1-c1ccccc1 the results were IDE cell activ -67, p-CIP stab down -140, UBC9 SUMO inh -7, MEKK3 PB1 HTS 123, MEKK2mut PB1 HTS 22, MEKK2wt PB1 HTS 118, IDE cell inh 40* and PfM18AAP inh 9.
COc1ccc(C(=O)OCC(=O)NC(=O)CCSc2ccccc2)cc1 was read as IDE cell activ -3, p-CIP stab down -6, UBC9 SUMO inh -24, MEKK3 PB1 HTS 120, NALP1 yeast inh 26, MEKK2mut PB1 HTS -1, MEKK2wt PB1 HTS 104, IDE cell inh -2 and PfM18AAP inh -5.
COc1ccc(C2OC[C@H]3O[C@H](O)[C@H](NC(C)=O)[C@@H](O)[C@@H]3O2)cc1 (stereo partly specified) was read as IDE cell activ 7, p-CIP stab down -12, UBC9 SUMO inh 4, MEKK3 PB1 HTS 84, NALP1 yeast inh -8, MEKK2mut PB1 HTS -6, MEKK2wt PB1 HTS 94 and PfM18AAP inh 0.
`CC1(NC(=O)C2CCN(C(=O)Nc3ccccc3)CC2)CCS(=O)(=O)C1` (stereo unspecified) gave IDE cell activ 2, p-CIP stab down 2, UBC9 SUMO inh 2, MEKK3 PB1 HTS 102, NALP1 yeast inh 3, MEKK2mut PB1 HTS 6, MEKK2wt PB1 HTS 104, IDE cell inh 0 and PfM18AAP inh -1.
Screening CCCC(=O)Nc1ccc2c(c1)Cc1ccccc1-2 returned IDE cell activ 4, p-CIP stab down -3, UBC9 SUMO inh -5, MEKK3 PB1 HTS 98, NALP1 yeast inh 16, MEKK2mut PB1 HTS 8, MEKK2wt PB1 HTS 100, IDE cell inh 6 and PfM18AAP inh 2.
CCc1cc2c(=O)n(N)c(CCC(=O)O)nc2s1 was read as IDE cell activ 0, p-CIP stab down -1, UBC9 SUMO inh -17, MEKK3 PB1 HTS 103, NALP1 yeast inh 17, MEKK2mut PB1 HTS 3, MEKK2wt PB1 HTS 104, IDE cell inh -4 and PfM18AAP inh -1.
Screening CCOC(=O)N1CCC(NC(=O)CSCc2cnn(-c3ccccc3)c2-n2cccc2)CC1 returned IDE cell activ -1, p-CIP stab down -20, UBC9 SUMO inh 25, MEKK3 PB1 HTS 104, NALP1 yeast inh 9, MEKK2mut PB1 HTS 10, MEKK2wt PB1 HTS 105, IDE cell inh 9 and PfM18AAP inh -1.
For COc1ccccc1CN(C)C(=O)c1cnc(C)cn1 the results were IDE cell activ 1, p-CIP stab down -4, UBC9 SUMO inh -8, MEKK3 PB1 HTS 98, NALP1 yeast inh 3, MEKK2mut PB1 HTS -2, MEKK2wt PB1 HTS 98, IDE cell inh 6 and PfM18AAP inh -4.
`CC(=O)Nc1ccc(OCC(O)CN2CCN(c3ccccc3Cl)CC2)cc1` (stereo unspecified) gave IDE cell activ -5, p-CIP stab down 8, UBC9 SUMO inh -5, MEKK3 PB1 HTS 107, NALP1 yeast inh 0, MEKK2mut PB1 HTS 4, MEKK2wt PB1 HTS 104, IDE cell inh 11 and PfM18AAP inh -8.
For Cc1ccc(/C=C/C(=O)Nc2cccnc2)o1 the results were IDE cell activ 4, p-CIP stab down 4, UBC9 SUMO inh -10, MEKK3 PB1 HTS 100, NALP1 yeast inh 21, MEKK2mut PB1 HTS 0, MEKK2wt PB1 HTS 101, IDE cell inh 1 and PfM18AAP inh -14.
`CCc1nc(SCc2cccnc2)c(C#N)cc1C` gave IDE cell activ 3, p-CIP stab down 2, UBC9 SUMO inh -4, MEKK3 PB1 HTS 100, NALP1 yeast inh 18, MEKK2mut PB1 HTS -1, MEKK2wt PB1 HTS 95, IDE cell inh 4 and PfM18AAP inh 4.
`COc1ccc(S(=O)(=O)N(C)CC(=O)Nc2ccccc2OC)cc1C` gave IDE cell activ 2, p-CIP stab down -9, UBC9 SUMO inh 8, MEKK3 PB1 HTS 111, MEKK2mut PB1 HTS 12, MEKK2wt PB1 HTS 108, IDE cell inh -1 and PfM18AAP inh -1.
`COc1ccc(/C=C(/NC(=O)c2ccccc2)C(=O)Nc2cccc(C(=O)O)c2)cc1` gave IDE cell activ 5, p-CIP stab down -7, UBC9 SUMO inh -1, MEKK3 PB1 HTS 105, NALP1 yeast inh -2, MEKK2mut PB1 HTS 4, MEKK2wt PB1 HTS 106, IDE cell inh 2 and PfM18AAP inh 3.
For O=C(c1sc2cc(Cl)ccc2c1Cl)N1CCN(CCc2ccccn2)CC1 the results were IDE cell activ 0, p-CIP stab down -4, UBC9 SUMO inh 3, MEKK3 PB1 HTS 100, NALP1 yeast inh 33, MEKK2mut PB1 HTS -1, MEKK2wt PB1 HTS 98, IDE cell inh -4 and PfM18AAP inh -15.
`NC(=O)c1c(NC(=O)CSc2nc3c(c(C(F)(F)F)n2)CCc2ccccc2-3)sc2c1CCCC2` gave IDE cell activ 1, p-CIP stab down -13, UBC9 SUMO inh -4, MEKK3 PB1 HTS 105, MEKK2mut PB1 HTS 6, MEKK2wt PB1 HTS 98, IDE cell inh -1 and PfM18AAP inh 1.
For COC(=O)N/N=C(\C)c1ccccc1Br the results were IDE cell activ 6, p-CIP stab down -1, UBC9 SUMO inh -14, MEKK3 PB1 HTS 94, NALP1 yeast inh -4, MEKK2mut PB1 HTS 3, MEKK2wt PB1 HTS 105, IDE cell inh 2 and PfM18AAP inh 3.
N#Cc1cccc(S(=O)(=O)NCC(=O)NCCCc2ccccc2)c1 was read as IDE cell activ 5, p-CIP stab down 7, UBC9 SUMO inh 9, MEKK3 PB1 HTS 104, NALP1 yeast inh 4, MEKK2mut PB1 HTS 2, MEKK2wt PB1 HTS 101, IDE cell inh -1 and PfM18AAP inh -9.
`CC(Sc1nc2cc(Cl)ccc2s1)C(=O)Nc1cccc(S(=O)(=O)N2CCOCC2)c1` (stereo unspecified) gave IDE cell activ 4, p-CIP stab down -4, UBC9 SUMO inh -5, MEKK3 PB1 HTS 101, NALP1 yeast inh 39, MEKK2mut PB1 HTS 3, MEKK2wt PB1 HTS 112, IDE cell inh 4 and PfM18AAP inh 6.
Screening CSc1nnc(C)c(/C=C/Nc2ccc(F)cc2)n1 returned IDE cell activ -14, p-CIP stab down -2, UBC9 SUMO inh -6, MEKK3 PB1 HTS 108, NALP1 yeast inh -3, MEKK2mut PB1 HTS 10, MEKK2wt PB1 HTS 103, IDE cell inh 4 and PfM18AAP inh 2.
`CC(C)(C)c1ccc(S(=O)(=O)NCC2CCCO2)cc1` (stereo unspecified) gave IDE cell activ -4, p-CIP stab down 13, UBC9 SUMO inh 3, MEKK3 PB1 HTS 105, NALP1 yeast inh 12, MEKK2mut PB1 HTS 2, MEKK2wt PB1 HTS 107, IDE cell inh -2 and PfM18AAP inh 1.

3 records drawn at random from those above, as already listed:
`CCc1nc(SCc2cccnc2)c(C#N)cc1C` gave IDE cell activ 3, p-CIP stab down 2, UBC9 SUMO inh -4, MEKK3 PB1 HTS 100, NALP1 yeast inh 18, MEKK2mut PB1 HTS -1, MEKK2wt PB1 HTS 95, IDE cell inh 4 and PfM18AAP inh 4.
`CC(Sc1nc2cc(Cl)ccc2s1)C(=O)Nc1cccc(S(=O)(=O)N2CCOCC2)c1` (stereo unspecified) gave IDE cell activ 4, p-CIP stab down -4, UBC9 SUMO inh -5, MEKK3 PB1 HTS 101, NALP1 yeast inh 39, MEKK2mut PB1 HTS 3, MEKK2wt PB1 HTS 112, IDE cell inh 4 and PfM18AAP inh 6.
Screening CCCC(=O)Nc1ccc2c(c1)Cc1ccccc1-2 returned IDE cell activ 4, p-CIP stab down -3, UBC9 SUMO inh -5, MEKK3 PB1 HTS 98, NALP1 yeast inh 16, MEKK2mut PB1 HTS 8, MEKK2wt PB1 HTS 100, IDE cell inh 6 and PfM18AAP inh 2.

Later entries:
For COc1cc(S(=O)(=O)Nc2ccccc2C)ccc1NC(=O)c1ccncc1 the results were IDE cell activ -3, p-CIP stab down -17, UBC9 SUMO inh 10, MEKK3 PB1 HTS 105, NALP1 yeast inh 11, MEKK2mut PB1 HTS 0, MEKK2wt PB1 HTS 100, IDE cell inh 12 and PfM18AAP inh -2.
`C=CCNc1ccc(F)c(F)c1N1CCCCCC1=O` gave IDE cell activ 3, p-CIP stab down -1, UBC9 SUMO inh 22, MEKK3 PB1 HTS 104, NALP1 yeast inh -7, MEKK2mut PB1 HTS 5, MEKK2wt PB1 HTS 110, IDE cell inh 0 and PfM18AAP inh 4.
Screening O=[N+]([O-])c1ccc(C(O)C23CN4CN(CN(C4)C2)C3)cc1 (stereo unspecified) returned IDE cell activ -1, p-CIP stab down 17, UBC9 SUMO inh 8, MEKK3 PB1 HTS 101, NALP1 yeast inh 2, MEKK2mut PB1 HTS 4, MEKK2wt PB1 HTS 100, IDE cell inh -11 and PfM18AAP inh -1.
`COc1cc(Nc2cccc[n+]2C)cc(OC)c1OC` gave IDE cell activ 3, p-CIP stab down -1, UBC9 SUMO inh 12, MEKK3 PB1 HTS 106, NALP1 yeast inh 35, MEKK2mut PB1 HTS 7, MEKK2wt PB1 HTS 107, IDE cell inh 0 and PfM18AAP inh -7.
`COc1ccc(CCC(=O)NCCNC(=O)CCc2ccc(OC)cc2)cc1` gave IDE cell activ 2, p-CIP stab down 4, UBC9 SUMO inh 10, MEKK3 PB1 HTS 103, NALP1 yeast inh 13, MEKK2mut PB1 HTS 3, MEKK2wt PB1 HTS 107, IDE cell inh -8 and PfM18AAP inh 2.
For CCN(CC)C(=O)CSc1nnc2nnc3cc(C)ccc3n12 the results were IDE cell activ 8, p-CIP stab down -1, UBC9 SUMO inh 38, MEKK3 PB1 HTS 92, NALP1 yeast inh 7, MEKK2mut PB1 HTS -5, MEKK2wt PB1 HTS 89, IDE cell inh 8 and PfM18AAP inh 11.
CN(Cc1cnccn1)Cc1nc(Cc2ccccc2Cl)no1 was read as IDE cell activ 0, p-CIP stab down -9, UBC9 SUMO inh 3, MEKK3 PB1 HTS 97, NALP1 yeast inh 5, MEKK2mut PB1 HTS -10, MEKK2wt PB1 HTS 86, IDE cell inh 1 and PfM18AAP inh -2.
For Cc1oc2c(C)c(O)ccc2c(=O)c1-c1cnn(-c2ccccc2)c1 the results were IDE cell activ 1, p-CIP stab down 2, UBC9 SUMO inh 33, MEKK3 PB1 HTS 69*[inhibitor], NALP1 yeast inh -2, MEKK2mut PB1 HTS -12, MEKK2wt PB1 HTS 81, IDE cell inh 1 and PfM18AAP inh -14.
`O=[N+]([O-])c1cc(/C=N/N2CCN(c3ccccc3)CC2)ccc1Cl` gave IDE cell activ -2, p-CIP stab down 5, UBC9 SUMO inh 4, MEKK3 PB1 HTS 102, NALP1 yeast inh 21, MEKK2mut PB1 HTS 0, MEKK2wt PB1 HTS 101, IDE cell inh 2 and PfM18AAP inh 0.

An excerpt; count on the stated rates, not on these rows.
